Compound activity deposited in PubChem BioAssay by The Scripps Research Institute Molecular Screening Center.
PAFAH1B2 FP inh: inhibitors of human PAFAH1B2 | recombinant PAFAH1B2, FP-rhodamine activity probe, fluorescence polarization | inhibition, % at 3.39 µM | 340,000 compounds, 1.2% hits | AID 492953;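 active = inhibition above the mean of all tested compounds plus 3 SD, cut at about 24% in these data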;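 note: 0% = enzyme with DMSO and 100% = wells lacking PAFAH1B2; many of its hits are not listed in these tables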
Target sequence (P68402 whole entry, looked up): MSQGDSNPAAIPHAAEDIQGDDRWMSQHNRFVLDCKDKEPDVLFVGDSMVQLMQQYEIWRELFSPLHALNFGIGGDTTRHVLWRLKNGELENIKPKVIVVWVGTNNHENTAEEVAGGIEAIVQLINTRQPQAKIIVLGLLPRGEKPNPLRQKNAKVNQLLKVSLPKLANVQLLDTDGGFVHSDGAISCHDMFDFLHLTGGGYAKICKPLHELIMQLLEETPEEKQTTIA
PAFAH2 FP inh: inhibitors of human PAFAH2. inhibition, % at 3.39 µM. recombinant PAFAH2, FP-rhodamine activity probe, fluorescence polarization. Q99487. AID 492956. 340,000 compounds, 0.99% hits;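 active = inhibition above the mean over all tested compounds plus 3 SD, cut at about 30% in these data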;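 note: inhibitors block probe labeling of enzyme so polarization drops; 0% = enzyme with DMSO and 100% = wells lacking PAFAH2 protein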
PAFAH1B3 inh: inhibitors of human PAFAH1B3. inhibition, % at 3.39 µM. recombinant PAFAH1B3, FP-rhodamine probe, fluorescence polarization. 340,000 compounds, 0.28% hits;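 active = inhibition above the screen-wide average of all tested compounds plus 3 SD, cut at about 25% in these data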;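 note: 0% = enzyme with DMSO only and 100% = wells lacking PAFAH1B3 protein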
Target sequence (Q15102 whole entry, looked up): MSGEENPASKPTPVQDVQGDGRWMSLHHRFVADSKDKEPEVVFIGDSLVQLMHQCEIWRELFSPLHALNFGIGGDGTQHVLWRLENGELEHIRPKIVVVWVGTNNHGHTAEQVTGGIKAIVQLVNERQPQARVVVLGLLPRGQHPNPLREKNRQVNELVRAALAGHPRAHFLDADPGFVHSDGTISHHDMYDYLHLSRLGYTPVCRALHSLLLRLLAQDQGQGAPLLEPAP
pPAFAH FP inh: pPAFAH (human) enzyme inhibition; inhibition, % at 3.39 µM; recombinant pPAFAH, FP-rhodamine probe fluorescence polarization; 330,000 compounds, 1.5% hits; AID 463082;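 active = inhibition above the mean inhibition across the screen plus 3 SD, cut at about 25% in these data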;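 note: inhibitors block binding of the rhodamine activity-based probe so polarization drops; 0% = enzyme with DMSO and 100% = wells lacking pPAFAH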
LYPLA1 counter: blocks human lysophospholipase 1, a PME1 counter-screen; O75608; recombinant LYPLA1, FP-Rh probe fluorescence polarization; inhibition, % at 5.9 µM; 320,000 compounds, 0.16% hits; AID 2174;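 active = inhibition above the mean of all tested compounds plus 3 SD, set per campaign, cut at about 14% in these data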;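 note: inhibitors block serine hydrolase probe labeling of LYPLA1 so polarization falls; 0% = enzyme with DMSO and 100% = wells lacking LYPLA1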
Target sequence (O75608 whole entry, looked up): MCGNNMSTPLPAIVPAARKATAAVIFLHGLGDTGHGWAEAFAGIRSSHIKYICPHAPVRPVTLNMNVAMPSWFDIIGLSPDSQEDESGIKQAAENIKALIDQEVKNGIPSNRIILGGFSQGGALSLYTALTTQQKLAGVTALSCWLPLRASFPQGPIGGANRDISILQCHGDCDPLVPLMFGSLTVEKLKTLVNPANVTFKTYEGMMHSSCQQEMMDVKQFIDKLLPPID
LYPLA2 inh: blocks human lysophospholipase 2, a PME1 counter-screen | O95372 | 320,000 compounds, 0.38% hits | recombinant LYPLA2, FP-Rh probe fluorescence polarization | inhibition, % at 5.9 µM;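 active = inhibition above the screen-wide mean plus 3 SD, limit set per campaign, cut at about 26% in these data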;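 note: 0% = LYPLA2 with DMSO and 100% = wells lacking LYPLA2 enzyme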
Target sequence (O95372 whole entry, looked up): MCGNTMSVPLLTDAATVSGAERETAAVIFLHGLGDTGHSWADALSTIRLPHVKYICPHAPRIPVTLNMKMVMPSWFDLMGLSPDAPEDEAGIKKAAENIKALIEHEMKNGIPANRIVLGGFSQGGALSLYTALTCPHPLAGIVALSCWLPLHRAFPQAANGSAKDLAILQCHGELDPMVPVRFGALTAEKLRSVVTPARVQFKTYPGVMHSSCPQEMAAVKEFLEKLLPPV
ZTA DNA inh: blocks Epstein-Barr virus ZTA, an EBNA-1 counter-screen | ZTA-DNA binding, fluorescence polarization | P03206 | 320,000 compounds, 0.15% hits | inhibition, % at 11 µM; in the data active = inhibition above about 33%
EBNA-1 inh: blocks EBNA-1 binding to DNA; 300,000 compounds, 0.34% hits; EBNA-1 DNA binding, fluorescence polarization; inhibition, % at 14.8 µM; AID 1950; in the data active = inhibition above about 28%
PREPL inh: inhibits the human prolyl oligopeptidase-like enzyme | Q4J6C6 | recombinant PREPL, fluorescence polarization activity-based probe | inhibition, % at 5.96 µM | 320,000 compounds, 0.68% hits; in the data active = inhibition above about 43%;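 note: 0% = enzyme with DMSO and 100% = wells lacking enzyme; many of its hits are not listed in these tables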
The depositor's hits bear a star; . = not tested or not shown.

SMILES | ZTA DNA inh | EBNA-1 inh | LYPLA1 counter | PREPL inh | PAFAH1B2 FP inh | LYPLA2 inh | pPAFAH FP inh | PAFAH1B3 inh | PAFAH2 FP inh
CC(C)(CNC(=O)CCC1CCCC1)CNC(=O)CCC1CCCC1 | -1 | 2 | -2 | -2 | 4 | -2 | 9 | 1 | 2
CC1Cc2cc(S(=O)(=O)NCCc3ccccc3)ccc2N1C(=O)C1CC1 (stereo unspecified) | -2 | 8 | 0 | -33 | 4 | 4 | 13 | -2 | -3
Cn1c2ccccc2c2cc(/C=N/NC(=O)c3ccccc3F)ccc21 | -18 | 0 | -9 | 13 | -6 | -12 | 2 | 4 | -5
Cc1ccc(C(=O)OCC(=O)NCc2ccc(Cl)cc2Cl)o1 | -10 | . | 3 | -6 | 8 | 5 | 4 | 1 | 56*
O=C(CN1C(=O)c2ccccc2S1(=O)=O)Nc1cccc(S(=O)(=O)N2CCCCC2)c1 | . | . | . | 24 | 13 | . | -3 | 0 | 3
CCOc1ccc(C(=O)Nc2ccc(N3CCN(C)CC3)cc2)cc1Br | 3 | 7 | 2 | 15 | 2 | 4 | 9 | 9 | 5
COc1ccc(CN(C)CC(=O)Nc2sc3c(c2C#N)CCC3)cc1OC | 2 | -16 | -1 | 12 | 4 | 5 | -5 | 6 | 6
CN(C1=NS(=O)(=O)c2ccccc21)c1ccc(OC(=O)c2ccncc2)cc1 | 0 | -1 | -3 | -1 | -6 | 2 | 3 | 3 | -9
CCCc1cc(=O)[nH]c(SCC(=O)N(C)C2CCCCC2)n1 | -7 | . | 1 | 14 | 5 | 3 | -1 | 8 | -3
COC(=O)c1c(NC(=O)/C=C/c2ccc3c(c2)OCO3)sc(C)c1C | -22 | 0 | 6 | 11 | 2 | 11 | 3 | -19 | 0
CCOc1ccc(CNC(=O)CCC(=O)n2ncc3ccc(Cl)cc32)cc1 | -6 | 0 | 4 | 0 | 6 | 1 | -3 | -2 | 6
CCOC(=O)CSc1cccc2cccnc12 | -6 | -9 | 0 | 2 | 1 | -1 | 1 | 8 | 10
Nn1cc(-c2ccccc2)nc1SCC(=O)Nc1ccc2c(c1)OCO2 | 9 | -2 | -2 | 6 | 5 | 2 | -1 | -2 | -3
Cc1oc2cc3c(C(=O)N4CCCCC4)c(C)oc3cc2c1C(=O)N1CCCCC1 | -17 | -3 | 1 | 1 | 2 | -3 | 6 | 2 | 2
CCCCCCc1ccc(OC(=O)c2ccncc2)cc1 | 15 | 9 | -3 | 7 | 9 | 13 | 8 | 6 | 3
COc1ccc(NS(=O)(=O)c2ccc(NC(=O)c3ccc(N(C)S(C)(=O)=O)cc3)cc2)c(OC)c1 | -3 | 14 | -1 | -1 | 5 | 4 | 2 | 0 | 5
COc1ccc(CN(Cc2ccc(C(=O)O)cc2)C(=S)Nc2cc(C)cc(C)c2)cc1OC | 17 | 8 | -5 | 4 | 4 | 4 | 2 | -2 | 4
O=C(Nc1ccccc1C(=O)NCCCN1CCOCC1)c1ccccc1 | 1 | 8 | -5 | -2 | -3 | -2 | 6 | 6 | 3
O=C(CNC1CCCCC1)N1CCc2ccccc2C1 | -6 | -21 | 2 | 7 | -3 | 2 | 0 | 2 | -11
Cc1ccc2occ(/C=N/NC(=O)c3ccccc3Br)c(=O)c2c1 | -3 | 9 | 3 | 14 | 7 | 2 | -4 | -6 | 5
O=C(CN1CCN(c2ccccn2)CC1)N1CC(O)CO1 (stereo unspecified) | -1 | -8 | 2 | 3 | 2 | 3 | 1 | 3 | -1
Cc1cccc(NC(=O)c2c(-c3ccccc3)noc2C)n1 | 3 | 16 | -7 | -4 | -1 | -3 | 6 | -5 | -3
COc1cc(C(=O)Nc2ccc(C#N)cc2)c([N+](=O)[O-])cc1OC | -5 | -9 | 3 | -5 | 0 | 11 | 3 | -2 | -1
O=C(Cn1cc(C(F)(F)F)ccc1=O)N1CCN(S(=O)(=O)c2ccc(Cl)cc2)CC1 | 5 | 16 | -2 | -1 | 8 | 1 | 4 | 1 | 3

Reprinted at random: two records from the list
SMILES | ZTA DNA inh | EBNA-1 inh | LYPLA1 counter | PREPL inh | PAFAH1B2 FP inh | LYPLA2 inh | pPAFAH FP inh | PAFAH1B3 inh | PAFAH2 FP inh
COc1cc(C(=O)Nc2ccc(C#N)cc2)c([N+](=O)[O-])cc1OC | -5 | -9 | 3 | -5 | 0 | 11 | 3 | -2 | -1
Cc1cccc(NC(=O)c2c(-c3ccccc3)noc2C)n1 | 3 | 16 | -7 | -4 | -1 | -3 | 6 | -5 | -3

(list continues)
SMILES | ZTA DNA inh | EBNA-1 inh | LYPLA1 counter | PREPL inh | PAFAH1B2 FP inh | LYPLA2 inh | pPAFAH FP inh | PAFAH1B3 inh | PAFAH2 FP inh
Cc1cc(/C=C2/NC(=O)NC2=O)c(C)n1-c1ccccn1 | 9 | 9 | -1 | 3 | 2 | 2 | 1 | 12 | -2
Cc1cccc(C)c1NC(=O)C(=O)NCC1CCCN1S(=O)(=O)c1cccs1 (stereo unspecified) | -1 | 7 | 1 | 1 | 4 | 6 | 2 | 2 | 4
O=C(Cc1csc(N2CCOCC2)n1)N/N=C/c1ccccc1C(=O)O | -5 | 2 | 1 | 0 | 2 | 5 | -2 | 2 | 8
CCn1cc(/C=C(\NC(=O)c2ccccc2OC)C(=O)NCCCn2ccnc2)c2ccccc21 | 4 | 12 | -2 | 2 | 4 | 8 | 7 | 4 | 4
CCC(=O)N1CCN(c2ccc(NC(=O)c3ccc4c(c3)OCCO4)cc2)CC1 | -12 | -2 | 5 | 0 | 1 | 2 | 4 | 5 | 3
COc1ccc(NC(=O)Cc2ccccc2)cn1 | -13 | 4 | 2 | 7 | 3 | 7 | 6 | 5 | -2
COc1ccc(-n2nc([N+](=O)[O-])c(=NCCc3ccc(C)cc3)n2O)cc1 | -8 | -8 | 2 | 13 | 2 | -2 | -5 | -3 | -2
CN(Cc1nc(Cc2ccccc2F)no1)[C@@H]1CS(=O)(=O)C[C@H]1O | -9 | -2 | 0 | 8 | -1 | -5 | 3 | 2 | -1
CN(C)N=Nc1ccc2nc[nH]c2c1 | -5 | -2 | 0 | 14 | 1 | -3 | 22 | 6 | 4
CCc1nc(C#N)c(N2CCCCC2)o1 | 7 | 7 | -6 | -3 | 2 | -4 | -5 | 11 | -4
COc1cccc(-c2nc(CS(=O)(=O)CC(=O)NCCCN3C(C)CCCC3C)c(C)o2)c1 (stereo unspecified) | 7 | -6 | 2 | 9 | 3 | -1 | 5 | 4 | 1
CC(=O)N(c1nc(CCl)cs1)c1c(C)cc(C)cc1C | 0 | 0 | -2 | -2 | 1 | 3 | 5 | -5 | -16
COc1cc(C(=O)N(Cc2ccc(C)o2)C2CCS(=O)(=O)C2)cc(OC)c1OC (stereo unspecified) | -1 | -9 | 2 | -5 | 5 | 1 | 5 | 5 | 0
CC(=O)COC(=O)CNC(=O)c1ccc(Br)cc1 | 1 | -16 | 2 | 4 | 6 | -1 | 8 | 12 | -3
CCC(CC)C1=NN2C(=N)/C(=C\c3cc(C)n(-c4cccc(C)c4)c3C)C(=O)N=C2S1 | 6 | -3 | -5 | -11 | -6 | 4 | 7 | 1 | 9
O=C1CN(C(=O)CC2C(=O)NCCN2Cc2ccccc2C(F)(F)F)CCN1 (stereo unspecified) | 8 | 1 | -4 | 3 | 6 | -3 | 4 | 4 | 1

Ordered by length of the SMILES (falling): some entries from above
SMILES | ZTA DNA inh | EBNA-1 inh | LYPLA1 counter | PREPL inh | PAFAH1B2 FP inh | LYPLA2 inh | pPAFAH FP inh | PAFAH1B3 inh | PAFAH2 FP inh
CCC(CC)C1=NN2C(=N)/C(=C\c3cc(C)n(-c4cccc(C)c4)c3C)C(=O)N=C2S1 | 6 | -3 | -5 | -11 | -6 | 4 | 7 | 1 | 9
O=C(CN1C(=O)c2ccccc2S1(=O)=O)Nc1cccc(S(=O)(=O)N2CCCCC2)c1 | . | . | . | 24 | 13 | . | -3 | 0 | 3
COc1cc(C(=O)N(Cc2ccc(C)o2)C2CCS(=O)(=O)C2)cc(OC)c1OC (stereo unspecified) | -1 | -9 | 2 | -5 | 5 | 1 | 5 | 5 | 0
CCC(=O)N1CCN(c2ccc(NC(=O)c3ccc4c(c3)OCCO4)cc2)CC1 | -12 | -2 | 5 | 0 | 1 | 2 | 4 | 5 | 3
Cc1cccc(C)c1NC(=O)C(=O)NCC1CCCN1S(=O)(=O)c1cccs1 (stereo unspecified) | -1 | 7 | 1 | 1 | 4 | 6 | 2 | 2 | 4
COc1cc(C(=O)Nc2ccc(C#N)cc2)c([N+](=O)[O-])cc1OC | -5 | -9 | 3 | -5 | 0 | 11 | 3 | -2 | -1
COC(=O)c1c(NC(=O)/C=C/c2ccc3c(c2)OCO3)sc(C)c1C | -22 | 0 | 6 | 11 | 2 | 11 | 3 | -19 | 0
Cc1ccc2occ(/C=N/NC(=O)c3ccccc3Br)c(=O)c2c1 | -3 | 9 | 3 | 14 | 7 | 2 | -4 | -6 | 5
CCCc1cc(=O)[nH]c(SCC(=O)N(C)C2CCCCC2)n1 | -7 | . | 1 | 14 | 5 | 3 | -1 | 8 | -3
Cc1ccc(C(=O)OCC(=O)NCc2ccc(Cl)cc2Cl)o1 | -10 | . | 3 | -6 | 8 | 5 | 4 | 1 | 56*
CC(=O)N(c1nc(CCl)cs1)c1c(C)cc(C)cc1C | 0 | 0 | -2 | -2 | 1 | 3 | 5 | -5 | -16
CC(=O)COC(=O)CNC(=O)c1ccc(Br)cc1 | 1 | -16 | 2 | 4 | 6 | -1 | 8 | 12 | -3
COc1ccc(NC(=O)Cc2ccccc2)cn1 | -13 | 4 | 2 | 7 | 3 | 7 | 6 | 5 | -2

Other structures.
SMILES | ZTA DNA inh | EBNA-1 inh | LYPLA1 counter | PREPL inh | PAFAH1B2 FP inh | LYPLA2 inh | pPAFAH FP inh | PAFAH1B3 inh | PAFAH2 FP inh
CCSc1nnc(Cc2cc(=O)[nH]c(=O)[nH]2)n1-c1cc(C)ccc1C | 9 | 1 | -1 | 8 | -2 | 5 | 0 | 6 | 6
Cc1ccc(C)c(N2CCN(c3nnnn3-c3ccccc3)CC2)c1 | -8 | -11 | -3 | -5 | 1 | -6 | -5 | 3 | -3
CC(=O)Oc1ccc(N(C(C)=O)S(=O)(=O)c2ccc(C)cc2)c2ccccc12 | -1 | 3 | -2 | -2 | -1 | -3 | 3 | 0 | -2
COc1c(Cl)cc(C(=O)NN)cc1Cl | 10 | 4 | 0 | 5 | -4 | 6 | 0 | 4 | 5
CCN(CC(=O)Nc1c(F)cccc1F)C(=O)CCNC(=O)c1ccccc1OC | 7 | 3 | -2 | -1 | 0 | 1 | 3 | 5 | -4
CCN(CC)CCOc1ccc(/C(=C(\Cl)c2ccccc2)c2ccccc2)cc1 | 3 | 8 | 2 | -2 | 0 | 2 | 3 | 3 | 3
CCCC(=O)Nc1nc2n(n1)C(c1ccccc1)CC(=O)N2 (stereo unspecified) | 7 | 3 | 0 | 6 | 2 | 6 | 1 | 8 | -1
Nc1ccc(N2CCCC2)c(S(=O)(=O)Nc2cccc(C(F)(F)F)c2)c1 | . | . | . | 3 | 10 | . | 0 | 11 | 4
O=C(COc1ccccc1)NS(=O)(=O)c1ccccc1 | -5 | 0 | 0 | 0 | 9 | 5 | 0 | 0 | 1
O=C(Cc1noc2ccccc12)Nc1ccc2ccccc2c1 | 0 | 0 | -2 | 4 | 3 | 7 | 2 | 2 | 5
CCC(CC)NC(=O)c1cccc([N+](=O)[O-])c1C | 5 | 3 | 0 | 1 | 4 | 5 | 3 | 12 | -2

An excerpt (hit frequency here may not be typical).
